EPAC2 antagonist: qHTS for Antagonist of cAMP-regulated guanine nucleotide exchange factor 2 (EPAC2): primary screen; EPAC2 GEF exchange of Rap1B-BODIPY-GDP, fluorescence; Potency, µM (doses to about 114 µM), for inactives: top-dose activity, negative = inhibition, usual class: inhibitors; 360,000 compounds, 0.18% hits; Rap guanine nucleotide exchange factor 4 (Homo sapiens), Q8WZA2; further: potency means the concentration at half of the fitted maximal effect; on the % scale 0 is the no-effect control and ±100 the full control effect; nearly all actives have a fitted effect of over 45% in size; many of its hits are not listed in these tables
Target sequence (Q8WZA2 whole entry, looked up): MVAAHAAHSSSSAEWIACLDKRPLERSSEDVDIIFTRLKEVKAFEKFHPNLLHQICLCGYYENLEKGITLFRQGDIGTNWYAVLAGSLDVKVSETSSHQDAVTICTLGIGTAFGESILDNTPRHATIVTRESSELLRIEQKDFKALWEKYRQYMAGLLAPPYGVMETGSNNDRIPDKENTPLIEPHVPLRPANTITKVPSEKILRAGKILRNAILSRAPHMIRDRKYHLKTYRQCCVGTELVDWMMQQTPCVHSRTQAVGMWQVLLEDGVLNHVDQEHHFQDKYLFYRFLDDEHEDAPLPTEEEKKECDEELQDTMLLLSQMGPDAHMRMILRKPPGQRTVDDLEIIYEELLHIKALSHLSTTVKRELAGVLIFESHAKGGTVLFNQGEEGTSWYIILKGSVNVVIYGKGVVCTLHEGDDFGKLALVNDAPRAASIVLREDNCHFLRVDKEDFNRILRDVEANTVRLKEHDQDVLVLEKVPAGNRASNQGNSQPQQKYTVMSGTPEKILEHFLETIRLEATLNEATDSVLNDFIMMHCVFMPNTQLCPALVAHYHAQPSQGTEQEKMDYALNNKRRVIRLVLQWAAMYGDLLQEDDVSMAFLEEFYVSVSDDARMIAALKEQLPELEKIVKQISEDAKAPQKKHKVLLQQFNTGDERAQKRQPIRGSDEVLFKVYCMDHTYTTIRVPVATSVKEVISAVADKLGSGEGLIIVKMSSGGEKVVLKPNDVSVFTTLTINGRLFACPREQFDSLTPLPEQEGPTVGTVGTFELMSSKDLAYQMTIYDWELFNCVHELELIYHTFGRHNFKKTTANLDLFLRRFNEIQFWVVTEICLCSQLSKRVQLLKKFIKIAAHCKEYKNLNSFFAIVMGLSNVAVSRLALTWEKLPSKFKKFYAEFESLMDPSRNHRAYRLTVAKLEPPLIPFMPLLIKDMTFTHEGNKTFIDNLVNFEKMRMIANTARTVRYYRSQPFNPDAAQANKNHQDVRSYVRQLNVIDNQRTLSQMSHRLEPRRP
Akt phos inh: HTS Assay for Inhibitors of Akt Phophorylation: Primary Screen; AID 651550, 2012; 360,000 compounds, 0.32% hits; Neuro2A IGF-stimulated pAkt S473 HTRF, 20 min; stronger effect = lower value; activity change, % for hits at 50 µM; in the data active means activity change below about -80%; inconclusive means mostly about -51% to -80%; further: on the % scale 0 is the no-effect control and ±100 the full control effect
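Neuro2A cells (4,500/well, DMEM with 0.5% FBS) were treated with compound at a single 50 µM final concentration, stimulated with 6 nM IGF for 20 min at 37 °C, and lysed. Phospho-Akt Ser473 was read by HTRF as 665/615 ratio ×10^4.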
Nrf2 block: Nrf2 qHTS screen for inhibitors; A549 ARE-Fluc reporter, luciferase luminescence, 18-24 h; Potency, µM (titrated, usually from 46 µM), for the others: at the highest dose activity change, negative = inhibition, actives largely listed as inhibitors; 360,000 compounds, 2.1% hits; further: potency means the concentration at half of the fitted maximal effect; on the % scale 0 is the no-effect control and ±100 the full control effect; nearly all actives have a fitted effect of over 60% in size
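In this cell-based qHTS, ARE-driven firefly luciferase in A549 cells reports Nrf2 activity; the luminescent signal after BugLite lysis is the measured value, with a prior CellTiter-Fluor read for cell health.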
TGFb SMAD3 inh: qHTS for Inhibitors of TGF-b; AID 588855, 2011; 410,000 compounds, 1.2% hits; HepG2 CAGA-GFP TGF-b/SMAD3 reporter, GFP fluorescence, 18 h; TGF-beta stimulated, 500 pg/mL final; Potency, µM (top dose mostly 46.1 µM), for inactives: at the highest dose activity, negative = inhibition, most hits filed as inhibitors; further: potency means the concentration at half of the fitted maximal effect; on the % scale 0 is the no-effect control and ±100 the full control effect; nearly all actives have a fitted effect of over 65% in size
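Smad-responsive CAGA-GFP expression was quantified in HEPG2 cells exposed to compounds and 500 pg/mL final TGF-beta for 18 h at 37 degrees C; unstimulated wells defined full inhibition.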
EPAC2 ag: qHTS for Agonist of cAMP-regulated guanine nucleotide exchange factor 4 (EPAC2): primary screen. Rap guanine nucleotide exchange factor 4 (Homo sapiens), Q8WZA2. EPAC2 activation, biochemical qHTS; response scale: 100% = 6.5 mM cAMP response. Potency, µM (highest dose often 154 µM), without a hit: at the top dose activation, most hits filed as activators. 360,000 compounds, 0.079% hits; further: potency means the concentration at half of the fitted maximal effect; nearly all actives have a fitted effect of over 50% in size
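Compounds were titrated in qHTS against a Rap1B-BODIPY-GDP (250 nM) complex with EPAC2 (100 nM) and GDP (50 uM). BODIPY-GDP release tracked at 480/540 nm over 30 min at room temperature, normalized to 6.5 mM cAMP.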
MmCpn inh: Inhibitors of TCP-1 ring complex (TRiC) of Methanococcus maripaludis (MmCpn): qHTS; Chaperonin Mm-Cpn (Methanococcus maripaludis); purified Mm-Cpn ATPase, ADP Transcreener TR-FRET; Potency, µM (highest dose often 76.9 µM), without a hit: at the top dose activity, negative = inhibition, usual class: inhibitors; 330,000 compounds, 0.031% hits; further: potency means the concentration at half of the fitted maximal effect; on the % scale 0 is the no-effect control and ±100 the full control effect; nearly all actives have a fitted effect of over 80% in size
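ATPase read-out: TR-FRET ADP immunoassay (anti-ADP Eu cryptate vs ADP-d2), ex 320 nm, em 590/665 nm; signal drops as ADP forms. Enzyme 25 nM, ATP 10 uM, 30 min at 37°C after 10 min compound preincubation.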
Nrf2 activator: qHTS of Nrf2 Activators; Potency, µM (top dose mostly 46.1 µM), for the others: at the top dose activation, hits mostly activators; 410,000 compounds, 0.31% hits; AREc32 ARE-luciferase reporter (MCF7-derived line), luminescence, 24 h; further: potency means the concentration at half of the fitted maximal effect; % of control where 0% means no effect; nearly all actives have a fitted effect of over 65% in size
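Nrf2 activation is followed as ARE-luciferase induction in the AREc32 line after one day of compound treatment; luminescence is read with Steady-Glo.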
A549 viability: Nrf2 qHTS screen for inhibitors: counterscreen for cytotoxicity; A549 ARE-Fluc cells, CellTiter-Fluor viability, 18-24 h; Potency, µM (top dose mostly 46 µM), without a hit: at the highest dose activity change, negative = cytotoxicity, usual class: inhibitors; 390,000 compounds, 0.16% hits; further: potency means the concentration at half of the fitted maximal effect; on the % scale 0 is the no-effect control and ±100 the full control effect
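Cytotoxicity counterscreen: CellTiter-Fluor fluorescence was measured in A549 ARE_Fluc cells after 18-24 h of compound exposure in a concentration series. The subsequent BugLite luminescent read reports ARE-luciferase activity.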
CCT chaperon mod: High-Throughput Screening for Modulators of Cytosolic Chaperonin Activity; 360,000 compounds, 0.3% hits; purified chaperonin ATPase assay, HTRF ADP detection, 30 min; activity change, % (test concentration not listed), hits read low; in the data active means activity change below about -30%; further: on the % scale 0 is the no-effect control and ±100 the full control effect
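TRiC at 40 or 20 nM final (batch-dependent) in 30 mM Tris pH 7.4, 100 mM KCl, 5 mM MgCl2, 1 mM DTT, with compound at single 76 uM and 10 uM ATP, 30 min at 37 deg C. ADP detected by HTRF Transcreener, 665/615 ratio.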
* = called active by the depositor; i = inactive; ? = inconclusive; . = no result given; & = joins results of further samples; [ ] = remark or other dose. Unless noted, the call rests on the fitted dose curve; in most records, active means well fitted curve in the direction sought with a large enough effect; inconclusive means small, poorly fitted or top-dose-only effect, or another doubt; inactive means no such curve, though single readings can be large; an effect the other way counts as inactive or inconclusive. Some of the compounds tested. The share of hits here may be higher or lower than overall.

SMILES | EPAC2 antagonist | Akt phos inh | Nrf2 block | TGFb SMAD3 inh | EPAC2 ag | MmCpn inh | Nrf2 activator | A549 viability | CCT chaperon mod
COc1ccc(CN(C)C[C@@H]2OCCCC[C@@H](C)Oc3ccc(N(C)C)cc3C(=O)N([C@H](C)CO)C[C@@H]2C)cc1 | -9% | i | . | -4% | -11% | . | 4.2% | . | 2.7
COc1ccc(OC)c(S(=O)(=O)NCCC2=CCCCC2)c1 | -3% | i | -36% | -25% | 12% | 0% | 0.2% | -4% | 1.4
Cc1ccc(N=Cc2ccccc2O)cc1Cl | -2% | i | 0% | 1% | 3% | . | 0.0% | 2% | 0.7
Cc1cccc(/C(N)=N/OC(=O)c2ccccc2Cl)c1 | -2% | i | ? | 10% | 2% | -6% | 6.8% | -1% | -3.1
O=C1C2CCCCC2C(=O)N1c1ccc(NC2CCN(Cc3ccccc3)CC2)c([N+](=O)[O-])c1 (configuration not stated) | 0% | i | -24% | -5% | 12% | 0% | -0.1% | -18% | 0.1
CCOC(=O)c1cc2c(=O)n3ccccc3nc2n(CC2CCCO2)c1=NC(=O)c1ccc(OC)cc1OC (configuration not stated) | . | . | -13%[9.27 µM] | ? | . | . | 3.7% | 0% | .
O=C(Nc1ccccc1F)c1ccc2sc([C@@H]3O[C@H](CO)[C@H](O)[C@H](O)[C@H]3O)nc2c1 | -4% | i | . | 3% | 9% | . | -0.9%[9.22 µM] | . | -6.8
COC(=O)c1ccc(C2Nc3ccccc3NC3=C2C(=O)CC(C)(C)C3)cc1 (configuration not stated) | 0% | i | -4% | 26% | -1% | -1% | 3.2% | -1% | 2.7
Cc1ccc(NC(=S)N(CCCN(C)C)Cc2cc3cc4c(cc3[nH]c2=O)OCO4)c(C)c1 | 6% | i | -8% | 2% | 8% | 0% | -0.8% | 0% | 2.4
COc1ccc(CC(=O)Nc2cc(Cl)ccc2N2CCCC2)cc1 | -25% | i | -19% | -14% | 10% | -2% | -0.1% | 7% | -2.0
O=C(CN1C(=O)c2cccnc2Oc2ccc(Cl)cc21)NCCc1ccccc1 | 8% | i | ? | -16%&0% | 12% | 0% | 2.4%&4.3% | 4%&3% | -4.3
Cc1cc(C(=O)COC(=O)c2cc(Cl)ccc2N)c(C)n1Cc1ccco1 | -6% | i | ? | 1% | 4% | -19% | 3.0% | -1% | -2.6
COc1ccc(-c2nnn3c2nc(NCc2ccccc2)c2ccccc23)cc1 | 4% | i | ? | -10%&2% | 8% | 1% | 0.7%&-0.3% | 2%&0% | -0.1
Cc1cc(Nc2ccc(F)cc2F)n2nc(C)nc2n1 | 5% | i | -3% | 0% | 9% | -4% | -0.9% | -18% | -0.5
CC(=O)Nc1ccc(NC(=O)C(C)OC(=O)c2cc(S(=O)(=O)N3CCOCC3)ccc2Cl)cc1 (configuration not stated) | 17% | i | 4% | 0% | 4% | -2% | 0.2% | -5% | -4.3
Cc1ccc(-c2cc(C(=O)N3CCN(c4ccc(F)cc4)CC3)c3ccccc3n2)o1 | -3% | i | -7% | -23% | ? | 1% | 7.3% | -12% | -1.2
COc1ccccc1CNC(=O)C1CCCN(S(=O)(=O)c2ccc3c(c2)C(C)(C)C(=O)N3C)C1 (configuration not stated) | -7% | i | -28% | 3% | 6% | -2% | -0.9% | -1% | -0.7
COC(=O)c1sccc1-n1cc2c(c1-c1ccccc1)c(=O)n(C)c(=O)n2C | 4% | i | . | ? | 9% | . | -0.8% | . | -0.5
COc1ccc(C(=O)N2CCCC(C(=O)c3ccccc3OC)C2)cc1OC (configuration not stated) | -9% | i | -7% | 1% | -11% | -6% | 0.2% | -1% | -2.5
CC(C)C(NC(=O)c1ccccc1)C(=O)NC1CCCc2ccccc21 (configuration not stated) | -4% | i | -17% | 0% | 4% | -1% | 0.3% | -1% | -1.1
COc1ccc(C(=O)N2CCOC2CNC(=O)C(=O)NCc2ccccc2Cl)cc1 (configuration not stated) | 1% | i | 4% | 3% | -5% | -5% | -0.1% | -9% | -4.1
COc1ccc(CNC(=O)Cc2c(C)c3c(O)cc(C)cc3oc2=O)cc1 | . | . | 24% | 24% | . | . | 0.3% | 10% | .
Cc1ccc(-n2c(Cc3ccccc3)n[nH]c2=S)c(C)c1 | 0% | i | 13µM* | -8% | 2% | 0% | -0.4% | 2% | 2.5
Cc1nc(-c2ccccc2)sc1C(=O)CSc1ccc(Cl)cc1 | 10% | i | . | -10% | -3% | ? | 1.4% | ? | 2.7
CN(Cc1c(C(=O)N/N=C/c2c(F)cccc2Cl)nnn1-c1nonc1N)C1CCCCC1 | 10% | i | . | -4% | 11% | . | 4.0% | . | 1.1
C[C@H]1CN(CCc2ccccc2)C(=O)[C@@H]1CC(=O)Nc1ccc(Br)cc1 | 4% | i | . | -11% | 15% | . | -0.6% | . | -4.1
CC(=O)Nc1ccccc1OC(C)C(=O)N1CCC(C)CC1 (configuration not stated) | 14% | i | -8% | -4% | 2% | -1% | -0.2% | -4% | -5.3
C[C@@]12C(=O)N(c3cccc(Cl)c3)C(=O)N1[C@@H]1c3ccccc3OC[C@@H]1[C@H]2c1ccccc1 | -6% | i | -16% | ? | 7% | -3% | -0.9% | -2% | -2.5
O=C(Nc1ncc(C(F)(F)F)cc1Cl)c1ccc(S(=O)(=O)N2CCOCC2)cc1 | -23% | i | -3% | 0% | -2% | 0% | 1.8% | -8% | 0.7
O=C(Nc1cc2c3c(c1)CC(=O)N3CCC2)c1ccccc1C(F)(F)F | 11% | i | -18% | 10% | -5% | 0% | -0.2% | -7% | 1.5
Cc1ccc(NC(=O)c2ncn(CC(=O)NCc3nc4ccccc4[nH]3)n2)cc1C | -7% | i | 11% | ? | 5% | 0% | 4.5% | -11% | -5.3
Cc1c(C=O)c2ccccn2c1C(=O)c1ccccc1 | 3% | i | . | ? | -1% | -2% | -0.2% | -4% | 1.1
O=c1cc2c(nn1Cc1cccc([N+](=O)[O-])c1)-c1ccccc1CC2 | -16% | i | ? | 0% | 7% | -1% | 0.0% | -2% | -3.6
O=C(Nc1ccccc1Sc1ccccc1)C1CCCO1 (configuration not stated) | 2% | i | -12% | 8% | 14% | -2% | -0.2% | 13% | -2.9
O=C(N/N=C/c1coc2ccccc2c1=O)c1ccc(Cl)cc1 | -7% | i | 12% | 11% | 3% | 1% | -0.7% | 10% | -9.0
CCn1c(COc2cccc(OC)c2)nnc1SCC(=O)Nc1cccc(OC)c1 | -11% | i | 5% | -15% | 12% | 0% | 3.2% | 7% | 0.3
CN(C)N1C(N)=C(C#N)C(c2ccc(Br)cc2)C2=C1CC(C)(C)CC2=O (configuration not stated) | 2% | i | 2% | 166%[activator] | 3% | 2% | -0.2% | 2% | 2.5
COCCCNC(=O)CCC(=O)NNc1nc2ccccc2c2nc(-c3ccccc3)nn12 | 3% | i | 16%&2% | -24%&6% | -12% | 0% | 16%&4.6% | -12%&-9% | -0.1
CCCN(CC(=O)Nc1ccccc1OC)C(=O)CSC(=S)N1CCCC1 | 2% | i | -2% | -10% | 3% | -2% | 0.0% | -14% | -0.8
Cc1ccc(Cc2c(C)nc3nc(SCC(=O)NCCC(C)C)nn3c2C)cc1 | . | . | -3%[9.27 µM] | 1% | . | . | 0.1% | 1% | .
Cc1ccc(OCC(=O)Nc2cccc(-c3nnc(-c4ccccc4)o3)c2)c(C)c1 | 12% | i | 0% | -8% | -7% | -1% | -0.6% | -13% | 0.4
O=C(/C=C/c1ccc2ccccc2n1)N1CCN(S(=O)(=O)c2ccccc2F)CC1 | -2% | i | 5% | ? | 16% | -11% | 4.9% | 3% | -0.9
C[C@]12c3[nH]c4ccc(Cl)cc4c3CCN1C(=O)[C@@H](CC(=O)NCCc1ccccn1)C[C@@H]2C(=O)N1CCCCC1 | 3% | i | 4% | ? | 4% | -4% | 6.9% | 0% | -0.1
CCOC(=O)c1c(NC(=O)CSc2nnc3c(n2)[nH]c2ccccc23)sc2c1CCN(C)C2 | 8% | i | 3% | -8% | -8% | . | 23% | -3% | 0.1
CC(=O)C(Sc1ccc2nnc(-c3ccc(C)cc3)n2n1)C(C)=O | 7% | i | ? | 12% | -4% | -1% | -0.3% | -7% | 0.2
CC1CCN(c2c(NCc3ccc(C(=O)N(C)C4CCCCC4)cc3)c(=O)c2=O)CC1 | -3% | i | -11% | 13% | 7% | 1% | 0.1% | 0% | 0.8

Profiles from above. Values in the order: EPAC2 antagonist | Akt phos inh | Nrf2 block | TGFb SMAD3 inh | EPAC2 ag | MmCpn inh | Nrf2 activator | A549 viability | CCT chaperon mod
`Cc1c(C=O)c2ccccn2c1C(=O)c1ccccc1` in the list: 3% | i | . | ? | -1% | -2% | -0.2% | -4% | 1.1
`COCCCNC(=O)CCC(=O)NNc1nc2ccccc2c2nc(-c3ccccc3)nn12` in the list: 3% | i | 16%&2% | -24%&6% | -12% | 0% | 16%&4.6% | -12%&-9% | -0.1
`Cc1ccc(OCC(=O)Nc2cccc(-c3nnc(-c4ccccc4)o3)c2)c(C)c1` in the list: 12% | i | 0% | -8% | -7% | -1% | -0.6% | -13% | 0.4
`CN(C)N1C(N)=C(C#N)C(c2ccc(Br)cc2)C2=C1CC(C)(C)CC2=O` (configuration not stated) in the list: 2% | i | 2% | 166%[activator] | 3% | 2% | -0.2% | 2% | 2.5
